KCNQ1 inh = blocks the human KCNQ1 potassium channel | P51787 | CHO-K1 KCNQ1, FluxOR thallium flux fluorescence; active compounds read high | B-score at 10 µM | actives 1.3% (n = 310,000) | AID 2642;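 active = compounds whose thallium flux B-score, printed positive for inhibition, exceeds three library SD while starting fluorescence stays within three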;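 also: channel opened by potassium depolarization with thallium stimulus after 20 min compound exposure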
RGS4 pot = potentiators or activators of RGS4; actives 0.92% (n = 310,000); AID 463111; HEK293 M3R/inducible RGS4, carbachol calcium flux Fluo4; active compounds read low; B-score at 10 µM;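 active = B-score of the integrated calcium signal more than 4 SD below the library mean, with starting fluorescence not abnormally high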;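 also: negative B-score means reduced calcium response which marks RGS4 activation or potentiation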
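Material: Inducible-RGS4 HEK293 cells carrying M3 receptor; also added: carbachol at ECmax as muscarinic agonist stimulus; incubation: compound preincubation 20 min at room temperature before agonist; signal: Fluo4-AM (2 µM) calcium-flux fluorescence, kinetic read; measure: integrated calcium ratio converted to B score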
hERG rescue = shields human hERG channel from block by proarrhythmic agents | Q12809 | CHO-hERG, FluxOR thallium flux, dofetilide IC70 present | activation (rescue from dofetilide block), less the hit threshold, % at 10 µM | actives 0.51% (n = 310,000);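 active = activation above the mean of controls blocked by dofetilide plus 5 SD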;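 also: thallium influx through hERG after potassium depolarization seen as dye fluorescence rise; in these data hits start at about 4.7%; inactives centre near -7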
RGS4 block = human RGS4 inhibition; HEK293 M3R/RGS4 inducible, Fluo-4 calcium flux; active compounds read high; triggered by carbachol at its EC20; B-score at 10 µM; actives 0.45% (n = 310,000); AID 463165;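 active = B-score, a plate-corrected calcium signal, over three deviations above library mean, with baseline fluorescence within five deviations of library mean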;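 also: RGS4 expression induced by doxycycline in cells with stable M3 receptor; B-score is computed from the integrated fluorescence ratio over baseline after carbachol; higher B-score means a larger calcium signal and so more RGS4 inhibition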
KCNQ1 act = potentiates or activates the human KCNQ1 potassium channel | P51787 | actives 0.35% (n = 310,000) | B-score at 10 µM | CHO-K1 KCNQ1, thallium flux FluxOR fluorescence; active compounds read high;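 active = fluorescence ratio B-score, a plate-corrected score, at least three library SD, with initial intensity B-score within 5 SD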
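Assay system: stable KCNQ1 CHO-K1 line; medium: assay buffer, equal DMSO in all wells; timing: 90 min dye loading and 20 min compound exposure, both at room temperature; technique: kinetic FluxOR thallium fluorescence, 10-s 1-Hz baseline, 110-s post-stimulus read; read-out basis: B score of baseline-normalized fluorescence ratio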
KCNK3 block = human KCNK3 channel inhibition, primary screen | O14649 | CHO-KCNK3 thallium flux, FluxOR fluorescence; active compounds read low | B-score at 10 µM | actives 0.84% (n = 340,000) | AID 602410;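 active = B-score under library mean minus 4 SD, starting fluorescence ratio at most library mean plus 5 SD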;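 also: more negative B-score means stronger inhibition of thallium flux through KCNK3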
KCNK9 inh = human KCNK9 channel inhibition. Q9NPC2. HEK293 KCNK9, FluxOR thallium flux fluorescence; active compounds read low. B-score at 10 µM. actives 1.2% (n = 310,000). AID 488922;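 active = ratio B-score over 3 SD below the library mean, with starting fluorescence within 5 SD of its mean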;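 also: negative B-score means less thallium flux so channel inhibition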
ANO1 activ = mouse TMEM16A channel activation, primary screen | HEK293 TMEM16A/YFP-H148Q/I152L, iodide quench fluorescence; active compounds read low | actives 0.3% (n = 340,000) | Q8BHY3 | B-score at 10 µM;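 active = fluorescence-ratio B-score plate-corrected deviation score at least 3 library SD below zero, with starting fluorescence score within 5 deviations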;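 also: channel opened by trigger with iodide after compound preincubation; score built on the fluorescence ratio of max minus min over baseline; more negative score means more quench and so TMEM16A activation or potentiation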
Target sequence (Q8BHY3 whole entry, looked up): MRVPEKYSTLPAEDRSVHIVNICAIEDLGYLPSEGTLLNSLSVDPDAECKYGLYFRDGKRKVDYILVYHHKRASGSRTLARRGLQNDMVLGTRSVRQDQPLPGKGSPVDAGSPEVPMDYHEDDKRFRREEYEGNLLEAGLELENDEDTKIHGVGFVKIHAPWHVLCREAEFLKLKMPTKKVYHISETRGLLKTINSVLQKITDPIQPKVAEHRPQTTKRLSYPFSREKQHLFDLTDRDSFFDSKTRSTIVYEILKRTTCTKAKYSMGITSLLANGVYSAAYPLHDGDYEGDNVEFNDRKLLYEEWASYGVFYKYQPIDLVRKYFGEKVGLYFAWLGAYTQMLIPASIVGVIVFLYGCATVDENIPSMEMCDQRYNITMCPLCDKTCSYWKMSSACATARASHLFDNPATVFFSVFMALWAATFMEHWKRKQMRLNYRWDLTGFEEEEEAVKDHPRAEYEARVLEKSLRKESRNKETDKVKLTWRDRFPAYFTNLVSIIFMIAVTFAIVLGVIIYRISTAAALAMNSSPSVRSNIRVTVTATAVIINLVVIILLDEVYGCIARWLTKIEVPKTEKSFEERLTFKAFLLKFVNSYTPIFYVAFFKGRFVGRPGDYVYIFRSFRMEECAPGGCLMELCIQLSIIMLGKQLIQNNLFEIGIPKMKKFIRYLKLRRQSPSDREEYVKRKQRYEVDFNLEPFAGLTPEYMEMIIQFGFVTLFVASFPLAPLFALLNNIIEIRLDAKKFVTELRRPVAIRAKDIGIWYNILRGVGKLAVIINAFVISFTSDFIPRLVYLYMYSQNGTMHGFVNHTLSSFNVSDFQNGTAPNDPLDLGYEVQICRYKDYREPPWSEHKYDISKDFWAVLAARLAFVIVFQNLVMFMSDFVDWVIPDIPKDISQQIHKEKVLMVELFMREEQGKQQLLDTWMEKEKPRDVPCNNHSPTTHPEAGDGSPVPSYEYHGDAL
ANO1 block = mouse TMEM16A channel inhibition, primary screen | Q8BHY3 | HEK293 TMEM16A/YFP iodide influx fluorescence, ionomycin | normalized B-score (activity score, 25-100; higher = stronger inhibition) at 10 µM | actives 1.2% (n = 310,000) | AID 588511;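 active = ratio plate-corrected score three or more library SD toward inhibition, starting fluorescence score within five deviations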;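 also: score derived from kinetic fluorescence span divided by baseline fluorescence per well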
SKKanGAS inh = blocks kanamycin growth of S. pyogenes SKKanGAS strain | actives 1.3% (n = 300,000) | AID 1662 | BacTiter-Glo, 6 h | inhibition, % at 7.5 µM;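 active = mean replicate score, as percent of positive control median, at least 50; inconclusive = mean below 50 but one replicate at or above 50; inactive = mean and every replicate below 50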;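 also: strain carries kanamycin resistance gene driven by streptokinase promoter and grows in 40 µg/ml kanamycin; loss of luminescence reflects streptokinase promoter inhibition or plain growth inhibition; 0% = median of DMSO wells and 100% = positive control at its reference dose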
HDAC3 inhib = human HDAC3 inhibition; O15379; recombinant HDAC3, fluorogenic peptide/trypsin coupled, fluorescence; inhibition, % at 8.3 µM; actives 0.15% (n = 320,000); in the data active = inhibition above about 26%, passing the limit was not always enough; inconclusive = no clear call, values can overlap the other calls
Starred values were filed as active, the others as inactive; i = inactive; ? = inconclusive; . = not tested or not shown. These rows are one share of the data; the hit share may differ from the screen's.

SMILES	KCNQ1 inh	RGS4 pot	hERG rescue	RGS4 block	KCNQ1 act	KCNK3 block	KCNK9 inh	ANO1 activ	ANO1 block	SKKanGAS inh	HDAC3 inhib
C=C1[C@@H](OC(C)=O)[C@]23C[C@@H]1[C@@H](OC(C)=O)CC2[C@]12C4C[C@H]3[C@H]1N(CC)C[C@]4(C)CC[C@@H]2O (some centres not stated)	i	i	-5	i	i	i	i	i	i	-2	1
CC1=NN(c2ccccc2)C(=O)C1/C=C1/C(=O)NC(=O)N(c2cc(C)cc(C)c2)C1=O (configuration not stated)	i	i	-6	i	i	i	i	i	i	-3	0
COc1ccc(Cn2c(O)c(/C=N/NC(=O)c3ccncc3)c(=O)[nH]c2=O)cc1	i	i	-13	i	i	i	i	i	i	34	5
CCOC(=O)C(O)(c1ccc(N(C)C(=O)COc2ccccc2)cc1)C(F)(F)F (configuration not stated)	i	i	-4	i	i	i	i	i	i	-2	7
O=C(Cc1ccccc1)NC(Oc1ccccc1Cl)C(Cl)(Cl)Cl (configuration not stated)	i	i	-4	i	i	i	i	i	i	-2	-2
Cc1cccc(NP(=O)(Oc2ccccc2)Oc2ccccc2)c1C	i	i	-5	i	i	i	i	i	i	7	-1
O=C(CCn1c(=O)oc2ccccc21)N1CCC2(CC1)OCCO2	i	i	3	i	i	i	i	i	i	-3	0
CN1C(=O)C(O)N=C(c2ccccc2)c2ccccc21 (configuration not stated)	i	i	-8	i	i	i	i	i	i	-1	-4
CCCC1(CCC)C(=O)NC(=NCc2ccccc2)NC1=O	i	i	-15	i	i	i	i	i	i	0	-1
O=C1Nc2ccccc2Sc2ccccc21	i	i	-10	i	i	i	i	i	i	-3	2
O=C1NC(=O)C(CCc2ccncc2)(CCc2ccncc2)C(=O)N1Cc1ccccc1	i	i	-3	i	i	i	i	i	i	-14	8
O=c1c2ccccc2nc(Cc2ccccc2)n1-c1ccc(O)cc1	i	i	-6	i	i	i	i	i	i	-9	6
CN(C(=O)Oc1cccc2cccnc12)c1ccccc1	i	i	-7	i	i	i	i	i	i	1	2
CCOC(=O)C1(Cc2ccc(Cl)cc2)CCN(C(C)CCn2cccn2)CC1 (configuration not stated)	i	i	-19	i	i	i	i	i	i	-31	-3
CCCC(C)n1[nH]c(=O)c2c1NC(=O)CSC2c1ccc(OC)c(OC)c1 (configuration not stated)	i	i	-13	i	i	i	i	i	i	-6	4
CN(c1ccccc1)c1ccc([N+](=O)[O-])c2nonc12	i	i	-6	i	i	i	i	i	i	-4	4
CC1=CC(=O)C2=C(C)CC(O)C3C(C)C(=O)OC3C12 (configuration not stated)	i	i	-5	i	i	i	i	i	i	-5	-1
O=C(COc1ccc(Cl)cc1)N(c1ccccc1Cl)C1CN2CCC1CC2 (configuration not stated)	i	i	-7	i	i	i	i	i	i	8	-6
O=C(c1cn(Cc2ccccc2F)c2ncccc12)C(F)(F)F	i	i	-3	i	i	i	i	i	i	32	-3
Cc1nn(Cc2ccccc2Cl)c(Cl)c1C(=O)OCC(=O)NC(=O)NC1CCCCC1	i	i	-8	i	i	i	i	i	i	17	8
O=C(c1cc(C(=O)NCc2ccccc2)c(=O)n(Cc2ccccc2)c1)c1cc(Br)ccc1O	6*	i	-8	i	i	i	i	i	i	22	11
CC(C)=CCc1c(O)cc2c(c1O)C(=O)CC(c1ccc(O)cc1)O2 (configuration not stated)	i	-7.2*	-20	i	i	i	-17*	i	100*	50*	19
Cc1cccnc1-n1c(CN2C(=O)c3ccccc3C2=O)nc2ccccc2c1=O	i	i	-6	i	i	i	i	i	i	1	-4
COCCNC(=O)CN1C2CCC1CC(O)(c1cccnc1)C2 (configuration not stated)	i	i	-12	i	i	i	i	i	i	-2	3
O=C(Nc1cccnc1)c1c(O)c2c(n(Cc3ccccc3)c1=O)CCCC2	i	i	-18	i	i	i	i	i	i	52*	-4
Next part:
SMILES	KCNQ1 inh	RGS4 pot	hERG rescue	RGS4 block	KCNQ1 act	KCNK3 block	KCNK9 inh	ANO1 activ	ANO1 block	SKKanGAS inh	HDAC3 inhib
O=C1NC(=O)C(Sc2ccccc2[N+](=O)[O-])C(=O)N1	i	i	-1	i	i	i	i	i	i	1	4
O=c1c2ccccc2nc(-c2ccccc2)n1-c1ccc(O)cc1	i	i	-6	i	i	i	i	i	i	3	3
Cc1ncc(CN2CCCC(C(=O)c3cccc(OC(C)C)c3)C2)s1 (configuration not stated)	i	i	-6	i	i	i	i	i	i	-3	-1
CCOc1cc2c(cc1OCC)-n1cccc1C(c1ccc(C(C)C)cc1)NC2 (configuration not stated)	i	i	-14	i	i	i	i	i	i	1	1
Cc1ccc(S(=O)(=O)CC(=O)c2cc(C)c(OC(=O)N(C)C)c(C)c2)cc1	i	i	-10	i	i	i	i	i	i	7	1
CC(C)Cc1nc(N2CCNCC2)c(C#N)c2c1CCC2	i	i	-11	i	i	i	i	i	i	-3	-3
COc1cccc(OC)c1C1=NCC(=O)Nc2c1oc1ccc(Br)cc21	i	i	-6	i	i	i	i	i	i	3	11
CCCCn1c(O)c(C(CC)=Nc2ccc(OCC)cc2)c(=O)[nH]c1=O	i	i	0	i	i	i	i	i	i	55*	9
CN1CC(C(=O)c2ccc(F)cc2)C(c2ccc(F)cc2)C1 (configuration not stated)	i	i	-2	i	i	i	i	i	i	-8	8
O=C1CC(=O)N(c2cccc(F)c2)C(=O)N1	i	i	-7	i	i	i	i	i	i	-3	5
C=CCn1cc(C=C2C(=O)N(C)C(=O)N(C)C2=O)c2ccccc21	i	i	-9	i	i	i	i	i	i	0	-11
CC[N+]12CCC(CC1)C(=C(c1ccccc1)c1ccccc1)C2	i	-10*	-11	i	i	i	i	i	i	5	-2
CC1CN(c2ccc([N+](=O)[O-])cc2Cl)CCN1 (configuration not stated)	i	i	-8	i	i	i	i	i	i	4	11
O=c1c2ccccc2nc(/C=C\c2ccccc2[N+](=O)[O-])n1-c1ccccc1O	i	i	-14	i	i	-10*	i	i	i	14	.
O=C1C2CCCN2C(c2cccnc2)N1c1cccc(Cl)c1 (configuration not stated)	i	i	-11	i	i	i	i	i	i	-4	-1
NC(=S)N/N=C/c1coc2ccccc2c1=O	i	i	-6	i	i	i	i	i	i	-4	4
CC(Cc1ccccc1)NC(=O)C(c1ccc(N)cc1)c1ccc(N)cc1 (configuration not stated)	i	i	-2	i	i	i	i	i	i	1	-3
NC(Cc1ccccc1)c1nc(-c2ccccc2)no1 (configuration not stated)	i	i	-12	i	i	i	i	i	i	-5	.
CN(C)C(=O)Oc1ccc(OC(=O)N(C)C)cc1	i	i	-4	i	i	i	i	i	i	-4	-1
CSc1nc(N)c(N=Nc2ccc([As](=O)(O)O)cc2)c(=O)[nH]1	i	i	-11	i	i	i	i	i	i	0	?

Of the compounds above, these have four or more nitrogen atoms:
SMILES	KCNQ1 inh	RGS4 pot	hERG rescue	RGS4 block	KCNQ1 act	KCNK3 block	KCNK9 inh	ANO1 activ	ANO1 block	SKKanGAS inh	HDAC3 inhib
CC1=NN(c2ccccc2)C(=O)C1/C=C1/C(=O)NC(=O)N(c2cc(C)cc(C)c2)C1=O (configuration not stated)	i	i	-6	i	i	i	i	i	i	-3	0
COc1ccc(Cn2c(O)c(/C=N/NC(=O)c3ccncc3)c(=O)[nH]c2=O)cc1	i	i	-13	i	i	i	i	i	i	34	5
O=C1NC(=O)C(CCc2ccncc2)(CCc2ccncc2)C(=O)N1Cc1ccccc1	i	i	-3	i	i	i	i	i	i	-14	8
CN(c1ccccc1)c1ccc([N+](=O)[O-])c2nonc12	i	i	-6	i	i	i	i	i	i	-4	4
Cc1nn(Cc2ccccc2Cl)c(Cl)c1C(=O)OCC(=O)NC(=O)NC1CCCCC1	i	i	-8	i	i	i	i	i	i	17	8
Cc1cccnc1-n1c(CN2C(=O)c3ccccc3C2=O)nc2ccccc2c1=O	i	i	-6	i	i	i	i	i	i	1	-4
CC(C)Cc1nc(N2CCNCC2)c(C#N)c2c1CCC2	i	i	-11	i	i	i	i	i	i	-3	-3
CSc1nc(N)c(N=Nc2ccc([As](=O)(O)O)cc2)c(=O)[nH]1	i	i	-11	i	i	i	i	i	i	0	?
